DT40 TDP1 CPT: DT40-hTDP1 cell growth loss with CPT. chicken DT40 Tdp1-/-;hTDP1 cells + 20 nM CPT, ATP luminescence, 48 h. Potency, µM (titrated, usually from 46.2 µM), inactives show at the top dose activity change, negative = growth inhibition, hits mostly inhibitors. hit rate 12% among 420,000; also: nearly all actives have a fitted effect of over 55% in size
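Chicken DT40 Tdp1-/- cells stably complemented with human TDP1 were seeded at 400 cells/well in medium containing 20 nM camptothecin, exposed to pin-transferred compounds, and grown at 37 °C for at least 48 hr. Viability was read as ATP luminescence.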
DT40 TDP1 no CPT: qHTS for Inhibitors of human tyrosyl-DNA phosphodiesterase 1 (TDP1): qHTS in cells in absence of CPT; hit rate 15% among 420,000; Potency, µM (top dose mostly 46.2 µM), without a hit: at the top dose activity change, negative = growth inhibition, most hits filed as inhibitors; AID 686978, 2013; DT40 Tdp1-/- hTDP1 cells, no CPT, ATP luminescence, 48 h; also: nearly all actives have a fitted effect of over 55% in size
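Chicken DT40 Tdp1-/- cells stably complemented with human TDP1 were seeded at 400 cells/well with DMSO in place of 20 nM camptothecin. After compound pinning, cells grew at least 48 hr at 37 °C; viability read by CellTiter-Glo luminescence.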
KAT2A inh: blocks human GCN5L2 histone acetyltransferase; Q92830; GCN5L2 HAT assay, ThioGlo1 CoA-SH fluorescence; Potency, µM (series often up to 58.9 µM), for the others: top-dose activity change, negative = inhibition, hits mostly inhibitors; hit rate 0.21% among 390,000; AID 504327
Target sequence (Q92830 whole entry, looked up): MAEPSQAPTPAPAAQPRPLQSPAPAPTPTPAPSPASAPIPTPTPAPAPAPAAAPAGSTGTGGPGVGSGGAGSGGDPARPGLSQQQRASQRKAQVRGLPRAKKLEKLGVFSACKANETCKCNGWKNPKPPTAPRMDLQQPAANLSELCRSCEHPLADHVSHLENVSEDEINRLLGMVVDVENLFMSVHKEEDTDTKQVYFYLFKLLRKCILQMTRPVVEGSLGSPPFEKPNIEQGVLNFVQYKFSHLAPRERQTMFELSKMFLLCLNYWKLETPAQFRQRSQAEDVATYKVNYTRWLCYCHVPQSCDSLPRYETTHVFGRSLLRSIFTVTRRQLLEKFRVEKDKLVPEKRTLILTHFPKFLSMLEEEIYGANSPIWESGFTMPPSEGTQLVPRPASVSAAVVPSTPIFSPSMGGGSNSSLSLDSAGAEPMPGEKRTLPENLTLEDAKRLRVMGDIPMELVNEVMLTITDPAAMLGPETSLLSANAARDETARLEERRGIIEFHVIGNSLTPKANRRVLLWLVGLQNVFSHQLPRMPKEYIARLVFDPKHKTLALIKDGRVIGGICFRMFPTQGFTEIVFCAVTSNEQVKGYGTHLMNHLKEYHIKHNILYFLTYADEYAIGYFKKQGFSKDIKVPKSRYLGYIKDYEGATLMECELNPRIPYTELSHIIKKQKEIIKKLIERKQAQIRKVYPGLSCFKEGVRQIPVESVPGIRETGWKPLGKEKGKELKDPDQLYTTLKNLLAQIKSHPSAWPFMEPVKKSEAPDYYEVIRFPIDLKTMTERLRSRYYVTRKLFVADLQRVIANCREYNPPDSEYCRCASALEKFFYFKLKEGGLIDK
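Compounds, pin-transferred from DMSO stocks, meet 20nM GCN5L2 for 15 min before the reaction begins with H3(1-25) peptide (75uM) and acetyl-CoA (70uM). Thiol-reactive ThioGlo1 reports CoA release over 20 min at room temperature.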
* hit, by the source's call; ? = inconclusive; . = not tested or not shown; & = joins results of further samples; [ ] = another dose, or the depositor's remark. Calls follow the shape of the dose curve; as a rule, active = well fitted curve in the direction sought with a large enough effect; inconclusive = small, poorly fitted or top-dose-only effect, or another doubt; inactive = no such curve, though single readings can be large; an effect the other way counts as inactive or inconclusive. % is scaled to controls: 0 for no effect and ±100 for the full control effect; potency is read from the fitted curve at half-maximal effect. This is a subset (hit frequency here may not be typical).

SMILES | DT40 TDP1 CPT | DT40 TDP1 no CPT | KAT2A inh
COc1ccccc1N(CC(=O)Nc1ccc2c(c1)OCO2)S(=O)(=O)c1ccc(C)cc1 | 23µM* | 8.2µM* | 3%
Cc1ccc(Oc2ncccc2/C=N/OCc2ccc(Cl)c(Cl)c2)cc1 | 1% | ? | -9%
CCCN1CCN(CCCNC(=S)Nc2ccc3nc(N4CCN(CC)CC4)cc(C)c3c2)CC1 | ? | ? | ?
COc1ccccc1C1=NS(=O)(=O)N(C)C(C(=O)Nc2cc(OC)c(OC)c(OC)c2)=C1 | ? | ? | -4%
COc1ccccc1-c1oc2ccccc2c1-c1ccc2c(c1)OCO2 | ? | ? | -12%
O=C(c1ccc2c3c(cccc13)CC2)C1CCCN(Cc2ccncc2)C1 (centres undefined) | 13µM* | 9.2µM* | 8%
CSc1ccc(CN2CCC2(C)C(=O)Nc2cccc(Oc3ccccc3)c2)cc1 (centres undefined) | 18µM* | 15µM* | .
Cc1cc(C)cc(NC(=O)N2CCC(CN3CCc4ccccc4C3)CC2)c1 | ? | 13µM* | 1%
O=C(O)c1cn(-c2ccccc2)nc1-c1cccnc1 | 3% | -21% | -6%[0.501 µM]
O=C1c2ccccc2C(=O)N1CCCN1C(=O)c2ccccc2C1=O | -9% | -12% | .
CCc1ccc(OC(=O)c2sc3ncn(Cc4cccc(F)c4)c(=O)c3c2C)cc1 | -10% | -12% | -2%
CCN(CC)S(=O)(=O)c1cccc(C(=O)NC(C)C(c2cccs2)N2CCCC2)c1 (centres undefined) | ? | ? | -13%
Cc1ccc(Oc2cc(C)nc(-c3ccccc3O)n2)cc1 | ? | ? | -10%
Cn1cnc2cc(NCc3ccccc3O)ccc21 | 8% | 5% | -1%
CC(C)C[C@@H](CN1CCCC1CN1C(=S)NC[C@@H]1Cc1ccc(O)cc1)N1C[C@H](Cc2ccc(O)cc2)N(CC2CCCCC2)C1=S (some centres undefined) | 21µM* | 15µM* | .
CCC(Oc1ccc(C)c(C)c1)C(=O)O (centres undefined) | -1% | -9% | -4%
O=C(CN1CCCCC1)Nc1scc2c1c(=O)oc1ccccc12 | -19% | -26% | -4%
COC(=O)c1ccccc1NC(=O)CN(c1ccc(Cl)cc1)S(=O)(=O)c1ccc(OC)cc1 | 21µM* | 9.2µM* | -5%
CCC(CC)C(=O)N1CC(=O)Nc2ccc(F)cc2C1c1ccccc1 (centres undefined) | 6% | ? | -6%
COc1ccc(C)cc1Nc1nc(-c2cccc(Cl)c2)c2c(n1)-c1ccccc1OC2 | 0% | -21% | -7%
COc1cccc(/C=C/C(=O)OCC(=O)NCc2ccco2)c1OC | -15% | -27% | -4%
COC(=O)[C@]12CCCCC=C1N(Cc1cccc3ccccc13)C(=O)[C@H](CC(=O)NCc1cccc3ccccc13)C2 | ? | ? | .
CC1=C(C(=O)Nc2ccc(C)cc2)C(c2ccc(C)o2)C2=C(CC(C)(C)CC2=O)N1 (centres undefined) | ? | -26% | -1%
COc1ccc(S(=O)(=O)N2c3cc(Cl)ccc3Oc3nc4ccccc4nc32)cc1 | 0.73µM* | 1.6µM* | -6%
CCc1ccc(CNCCNCC(C)O)cc1 (centres undefined) | -24% | -25% | 5%
Cc1ccc(C(=O)N(c2ccccc2)C2CC(C)N(C(=O)c3ccco3)c3ccccc32)cc1 (centres undefined) | 7.3µM* | 4.6µM* | -1%
Cc1ccc(NC(=O)Cn2cnc3c(=O)n(C)c(=O)n(C)c32)c(C)c1 | -16% | -20% | -1%
Clc1ccccc1CN(Cc1ccco1)Cc1nnnn1C1CCCC1 | ? | ? | 6%
COc1ccc(NC(=O)CCn2c(=O)c3cccn3c3ccccc32)c(OC)c1 | 16µM* | 21µM* | -17%&-1%
O=c1[nH]c2cc3c(cc2cc1CN(Cc1cccs1)Cc1nnnn1Cc1ccco1)OCCO3 | 15µM* | 16µM* | -19%

An excerpt of these results, with two lines to a compound.
Every second line gives: DT40 TDP1 CPT, DT40 TDP1 no CPT, KAT2A inh
- O=c1[nH]c2cc3c(cc2cc1CN(Cc1cccs1)Cc1nnnn1Cc1ccco1)OCCO3
 : 15µM*, 16µM*, -19%
- O=C(CN1CCCCC1)Nc1scc2c1c(=O)oc1ccccc12
 : -19%, -26%, -4%
- COc1cccc(/C=C/C(=O)OCC(=O)NCc2ccco2)c1OC
 : -15%, -27%, -4%
- CCC(CC)C(=O)N1CC(=O)Nc2ccc(F)cc2C1c1ccccc1 (centres undefined)
 : 6%, ?, -6%
- Cc1ccc(NC(=O)Cn2cnc3c(=O)n(C)c(=O)n(C)c32)c(C)c1
 : -16%, -20%, -1%
- CCC(Oc1ccc(C)c(C)c1)C(=O)O (centres undefined)
 : -1%, -9%, -4%

Additional compounds.
SMILES | DT40 TDP1 CPT | DT40 TDP1 no CPT | KAT2A inh
Cc1ccc(S(=O)(=O)N2CCOCC2)cc1NS(=O)(=O)c1ccc(F)c(F)c1 | -14% | -13% | 0%
O=C(N[C@H](CO)Cc1ccccc1)[C@H]1O[C@@H](n2ccc(=O)[nH]c2=O)[C@H](O)[C@@H]1O | -5% | 1% | .
O=C(O)CCc1nn2c3ccccc3nc2n(-c2ccccc2)c1=O | -3% | -4% | 1%
O=S(=O)(/C=C/c1ccccc1)c1ccccc1 | 7% | -3% | -14%
COc1ccc(CN(Cc2ccc(C(=O)O)cc2)C(=S)Nc2cccc(C)c2)cc1OC | -23% | -5% | -1%
CS(=O)(=O)c1ccc(Nc2nc(C(N)c3ccccc3)cs2)cc1 (centres undefined) | ? | ? | .
O=C(O)C1C2C=CC(C2)C1C(=O)NCCCn1ccnc1 (centres undefined) | 0% | 22% | -2%
CCc1cccc(NC(=O)CCCn2nc(C)c3c(C)n(-c4ccccc4)nc3c2=O)c1 | ? | -20% | -1%
CCCSc1ccc([C@H]2N[C@@](C)(C(=O)OC)[C@H]3C(=O)N(C)C(=O)[C@@H]23)cc1 | -29% | -30% | -2%
CCOC(=O)c1ccccc1NC(=O)CN(c1cc(C(F)(F)F)ccc1Cl)S(C)(=O)=O | ? | ? | -11%
CCN(CC)CCNC(=O)Cc1c(C(=O)O)n(CC)c2ccccc12 | -1% | 3% | -5%
O=C(CNC(=O)c1ccc(Cl)cc1Cl)OCCOc1ccccc1 | -6% | 0% | 0%
O=C(CNC(=O)c1ccc(N2C(=O)c3ccccc3C2=O)cc1)OCC(=O)c1ccc(Cl)cc1 | 6% | 8% | -1%
Cc1nc2scc(C)n2c(=O)c1S(=O)(=O)NCC1CCN(Cc2ccc(Cl)cc2)CC1 | ? | -23% | -5%
Cc1cccc2c1N(CCOc1ccc(C(C)(C)C)cc1)C(=O)C2=O | 2.9µM* | 4.1µM* | 39%[activator]
O=C(O)C1C2CCC(C2)C1C(=O)N1CCCC1 (centres undefined) | -12% | -17% | 2%
CC(C)CC(=O)C(=O)O | 5%&-4% | 16%&10% | .
CCCn1cnc2c(SCc3ccccc3Cl)nc(N)nc21 | ? | ? | .
COc1ccc(CN2CCN(Cc3ccc(OC)c(OC)c3OC)CC2)cc1 | 4% | -19% | -3%
Cc1c(Br)c(-c2n[nH]c(=S)n2Cc2ccco2)nn1C | -13% | 3% | 1%
COCCNc1nc2c(S(=O)(=O)c3ccc(C)c(C)c3)nnn2c2ccc(Cl)cc12 | ? | -17% | -1%
C=CC[C@@H](CC(=O)N[C@@H](CO)Cc1ccccc1)C(=O)NC[C@@H](OC(=O)[C@@H](CC=C)CC(=O)OC(C)(C)C)c1ccccc1 | 21µM* | ? | 2%
Cc1nn(C)cc1CNC(=O)Nc1ccc(Cl)c(Cl)c1 | -1% | -2% | -5%
COC(=O)c1ccc(-c2ccc([C@H]3[C@H]4C=CC[C@@H](C)[C@@H]4C(=O)N3Cc3ccccc3)c(F)c2)cc1 | 6.5µM* | 3.3µM* | -2%
COc1cc(/C=C2/C(=O)NN(c3ccc(F)cc3)C2=O)cc([N+](=O)[O-])c1O | -6% | -2% | -3%
Nc1ccc(N2CCCCC2)cc1N1CCCCC1 | ? | ? | -5%
O=c1cc(NCc2ccccc2)nc2ccccn12 | ? | ? | -15%
COc1ccc(S(=O)(=O)NCCc2nnc3ccc(SCC(=O)Nc4cc(C)cc(C)c4)nn23)cc1 | 21µM* | ? | -15%
COCC(=O)N1CCC2(CC1)CN(Cc1nccs1)C2 | -19% | -19% | 4%
COc1ccc(/C=C(\NC(=O)c2ccco2)C(=O)NCCc2nc3ccccc3[nH]2)cc1 | -2% | -18% | -2%
CCC1(CC)Cc2ccccc2C2=C(C(=O)N3CCCCC3)C(=O)C(=O)N21 | -25% | -32% | -16%
O=C(O)c1ccccc1OCCOc1ccccc1 | -9% | ? | 1%
CCC(C)[C@H](NC(=O)[C@@H]1Cc2ccccc2CN1C(=O)OC(C)(C)C)C(=O)NCC1CCC(C(=O)O)CC1 (some centres undefined) | -8% | 1% | -3%
CC(=O)Nc1ccc(N2C(=O)CSC2c2ccc([N+](=O)[O-])cc2)cc1 (centres undefined) | 36%[activator] | 12% | -3%
Cc1cc(C(=O)Nc2ccc3c(c2)OCCO3)c(C)o1 | ? | ? | -9%
CC1CCC(NC(=O)CSc2nnc(-c3cccnc3)o2)CC1 (centres undefined) | -16% | -20% | -8%
COc1ccc(CN2C(=O)C(CC(=O)NCCc3ccccn3)CC(C(=O)N(C)C)=C2C)cc1 (centres undefined) | 25% | -18% | .
CC(NC(=O)C1CCCC1)c1ccccc1 (centres undefined) | 15% | -20% | .
COc1ccc(NC(=O)Nc2ccccc2SC)cc1 | ? | -26% | -14%
CCOC(=O)C(NC(=O)c1ccccc1Cl)(Nc1sc2c(c1C(N)=O)CCC2)C(F)(F)F (centres undefined) | ? | ? | -16%
O=C(OCC(=O)N1CCc2ccccc2C1)c1ccc(N2CCOCC2)c([N+](=O)[O-])c1 | -29% | -16% | -2%
Cc1onc(-c2c(Cl)cccc2Cl)c1C(=O)N=C(N)N1CCCC1 | ? | -26% | -6%
C=CCN(C(=O)c1csnn1)C(C(=O)NC1CCCC1)c1ccc(Cl)cc1 (centres undefined) | -2% | -17% | -4%
O=C(Nc1cccc(-n2cccn2)c1)C1CCCN(Cc2ccccc2F)C1 (centres undefined) | 21µM* | ? | -11%
CCC(Cc1ccccc1)NS(=O)(=O)c1ccc2c(c1)NC(=O)CS2 (centres undefined) | ? | ? | -20%

Profiles, quoted from the list.
CC(NC(=O)C1CCCC1)c1ccccc1 (centres undefined) is listed as DT40 TDP1 CPT = 15%; DT40 TDP1 no CPT = -20%; KAT2A inh = .
CCC(C)[C@H](NC(=O)[C@@H]1Cc2ccccc2CN1C(=O)OC(C)(C)C)C(=O)NCC1CCC(C(=O)O)CC1 (some centres undefined) is listed as DT40 TDP1 CPT = -8%; DT40 TDP1 no CPT = 1%; KAT2A inh = -3%
CCC1(CC)Cc2ccccc2C2=C(C(=O)N3CCCCC3)C(=O)C(=O)N21 is listed as DT40 TDP1 CPT = -25%; DT40 TDP1 no CPT = -32%; KAT2A inh = -16%

(list continues)
SMILES | DT40 TDP1 CPT | DT40 TDP1 no CPT | KAT2A inh
N#CCCCCn1ccc(NC(=O)c2ccc(Cl)cc2O)n1 | 6% | -15% | .
COc1ccc(NC(=O)N2CCc3cc(OC)c(OC)cc3C2)cc1 | -14% | ? | 2%
Cc1ccc(CN2CC(C(=O)N3CC=C(c4ccccc4)CC3)CC2=O)cc1 (centres undefined) | ? | ? | -1%
O=C(CCC(=O)N1CCCc2ccccc21)N1CCN(S(=O)(=O)c2ccccc2)CC1 | -2% | ? | -3%
CN(C)CCCN(C(=O)CCOc1ccccc1)c1nc2ccc(F)cc2s1 | 2.9µM* | 2.9µM* | -6%
O=C(NCCn1cc(SCc2cccc(F)c2)c2ccccc21)c1cccc(C(F)(F)F)c1 | ? | 16µM* | -13%
COc1cccc2sc3ccc(C#Cc4ccc(N)cc4)cc3c(=O)c12 | 16µM* | ? | -6%
Cc1ccc(-c2nc3ccccc3o2)cc1NC(=O)c1ccc2c(c1)OCO2 | ? | ? | 3%
CC(=O)Oc1ccccc1N(C(C)=O)S(=O)(=O)c1cccc([N+](=O)[O-])c1 | -1% | -10% | -5%
COc1ccccc1NC(=O)CN1CCN(c2ccc(Cl)cc2)CC1 | 21µM* | 16µM* | -10%
N#Cc1ccc2c(c1)nc1ccccn12 | 9% | -1% | -9%
CCNc1nc(NC(C)C)nc(N(n2cnnc2)S(=O)(=O)c2ccc(C)cc2)n1 | -12% | ? | -1%
CN(Cc1ccccc1)C(=O)CSc1nc(-c2ccc(F)cc2)cc(C(F)(F)F)n1 | 21µM* | 15µM* | -25%
O=C(Nc1cc(-c2ccc(F)c(F)c2)no1)c1ccccc1F | -28% | -27% | 1%

High-throughput results deposited in PubChem by National Center for Advancing Translational Sciences (NCATS).
